Screening results deposited in PubChem BioAssay by National Center for Advancing Translational Sciences (NCATS).
TRHR PAM = allosterically enhances the human TRH receptor | AID 493056 | enhancement, % at 2 µM | TRHR cells, fluo-8 calcium fluorescence, EC20 TRH enhancement | 360,000 tested, 0.66% active | P34981; in the data active = enhancement above about 30%; note: 0% is about no effect
Target sequence (P34981 whole entry, looked up): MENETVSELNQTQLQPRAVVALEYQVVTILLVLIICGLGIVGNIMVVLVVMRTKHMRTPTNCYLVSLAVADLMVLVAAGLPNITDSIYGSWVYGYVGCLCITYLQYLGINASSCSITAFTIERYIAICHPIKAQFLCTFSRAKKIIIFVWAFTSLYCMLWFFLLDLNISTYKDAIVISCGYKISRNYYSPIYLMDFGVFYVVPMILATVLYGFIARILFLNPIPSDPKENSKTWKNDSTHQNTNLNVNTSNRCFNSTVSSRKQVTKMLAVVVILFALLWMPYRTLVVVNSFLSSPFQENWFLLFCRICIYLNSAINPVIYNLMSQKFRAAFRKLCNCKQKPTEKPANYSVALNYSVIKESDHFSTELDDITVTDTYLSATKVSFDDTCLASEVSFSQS
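TRHR-expressing cells loaded with fluo-8 calcium dye were read kinetically (ex 480/em 530) during compound addition, then stimulated with an EC20 of TRH (10 nM final). Enhancement of the Gq-mediated intracellular calcium response was scored.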
RXFP1 antag = blocks the human relaxin receptor RXFP1; Q9HBX9; HEK293-RXFP1, relaxin-stimulated cAMP HTRF, 30 min; hits give low values; activity change, negative = inhibition, % at 57.5 µM; 350,000 tested, 0.59% active; AID 1259400;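 active = activity change of -60% or lower, but not beyond a set lower limit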; note: % is set by controls: 0 for no effect and ±100 for the full control effect
D2 agonist = agonists of human D2 dopamine receptor | P14416 | HEK293 T-REx D2 cells, calcium flux agonist mode | activation, % at 2 µM | 340,000 tested, 0.53% active | AID 485358;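 active = activation over 3 SD above normal in the single-dose calcium agonist read, cut at about 30% in these data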; note: 0% is about no effect
Target sequence (P14416 whole entry, looked up): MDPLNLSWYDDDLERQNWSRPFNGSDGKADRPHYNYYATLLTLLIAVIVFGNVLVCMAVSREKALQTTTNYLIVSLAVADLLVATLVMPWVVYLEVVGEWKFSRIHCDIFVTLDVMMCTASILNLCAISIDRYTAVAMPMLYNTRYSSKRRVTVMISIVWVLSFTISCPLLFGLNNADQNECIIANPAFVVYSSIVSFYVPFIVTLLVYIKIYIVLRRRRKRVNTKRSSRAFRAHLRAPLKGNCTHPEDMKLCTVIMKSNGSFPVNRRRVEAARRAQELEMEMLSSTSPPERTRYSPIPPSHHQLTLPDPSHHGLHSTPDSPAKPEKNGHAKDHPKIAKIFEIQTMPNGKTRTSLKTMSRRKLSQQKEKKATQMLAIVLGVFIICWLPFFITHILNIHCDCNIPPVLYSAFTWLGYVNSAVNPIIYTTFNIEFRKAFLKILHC
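Tetracycline-induced HEK293 Trex cells with D2 receptor force-coupled to calcium signaling, plated overnight at 30 C and loaded with no-wash calcium dye. Calcium flux read kinetically for 180 s after compound addition; responses flag agonists.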
D1 agonist = human D1 receptor agonism; HEK293 T-REx D1 cells, calcium flux, agonist mode; P21728; activation, % at 2 µM; AID 504660; 360,000 tested, 1% active; note: 0% is about no effect
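Inducible HEK293 T-REx D1 cells, force-coupled to calcium signalling, were plated at 4000 cells/well with tetracycline and held overnight at 30 C. After no-wash calcium dye loading, compound-evoked calcium rise over 180 s flagged agonists.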
TRHR agonist = TRH receptor (human) agonism; P34981; activation, % at 2 µM; TRHR cells, calcium flux fluo-8, FDSS agonist mode; AID 493084; 360,000 tested, 0.18% active; note: 0% is about no effect
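Read-out: compound-evoked intracellular calcium rise in TRHR cells, fluo-8 dye, kinetic FDSS fluorescence at 1 s/cycle following a 10-cycle baseline. Cells cultured overnight before dye loading (30 min–1.5 h, RT).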
D1 PAM = enhances dopamine response at the human D1 receptor | P21728 | HEK293 TREx D1 cells, calcium flux, dopamine EC20 potentiation | potentiation, % at 10 µM | 360,000 tested, 0.036% active | AID 504651; in the data active = potentiation above about 30%; note: 0% is about no effect
D2 PAM = D2 dopamine receptor (human) potentiation; P14416; HEK293 T-REx D2, calcium flux, EC20 dopamine potentiation; potentiation, % at 10 µM; 340,000 tested, 0.34% active;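 active = potentiation over 3 SD above the plate norm, cut at about 30% in these data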; note: 0% is about no effect
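Tetracycline-induced HEK293 T-REx cells force-coupled to calcium signalling expressed D2; compounds were pin-added after a 10 s baseline, read kinetically 180 s, then an EC20 dopamine challenge followed with a further 180 s calcium read.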
D2 antag = antagonists of human D2 dopamine receptor. P14416. HEK293 TREx D2 cells, calcium flux, dopamine EC80. inhibition, % at 10 µM. 340,000 tested, 2% active; in the data active = inhibition above about 30%; note: 0% is about no effect
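Tetracycline-induced HEK293 TREx cells expressing D2 receptor forced-coupled to calcium signalling, loaded with no-wash calcium dye. Compounds added and calcium flux read 180 s, then dopamine added at EC80 and read a further 180 s.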
D1 antagonist = antagonists of human D1 dopamine receptor; P21728; HEK293 TREx D1 cells, calcium flux, dopamine EC80; hits give low values; activity change, negative = inhibition, % at 10 µM; 360,000 tested, 3.2% active; in the data active = activity change below about -30%; note: % is set by controls: 0 for no effect and ±100 for the full control effect
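HEK293 T-REx cells expressing inducible, force-coupled D1 receptor; no-wash Ca dye, 30–90 min RT. Cmpd → 180 s read at 1 Hz → EC80 DA → 180 s read.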
* hit, by the source's call; . = no result given. Cut-off read from the data, not from the text of the source, unless noted: active = activation above about 30%; inactive = the rest.

Values run as follows: D1 antagonist, RXFP1 antag, D1 PAM, D1 agonist, TRHR agonist, D2 agonist, TRHR PAM, D2 antag, D2 PAM
1: COc1ccc(N(C(=O)c2ccco2)C(C(=O)NC2CCCC2)c2ccncc2)cc1 (stereo not drawn)
→ -1, -1, -5, 1, -0.1, -1.4, 2, 15, -8
2: Cc1ccc(OCCNC(=O)/C=C/c2ccccc2)cc1C
→ 13, -21, -7, 2, -0.7, -0.7, 3, -14, -1
3: CC(=O)NC1=NN(C(C)=O)C(c2sccc2C)S1 (stereo not drawn)
→ 5, -9, 2, 2, 0.0, -0.7, -2, 6, -3
4: O=C(O)[C@@H]1CCCN1C(=O)COc1ccc2c3c(c(=O)oc2c1)CCC3
→ 0, ., 2, 7, 0.5, ., -2, ., .
5: Cc1ccc(/C=C/C(=O)Nc2cccc(S(=O)(=O)N3CCOCC3)c2)o1
→ 1, -22, 14, 10, -0.3, ., 5, ., .
6: COc1ccc(NS(=O)(=O)c2cc(Br)cc3c2N(C(=O)C2CC2)CC3)cc1OC
→ 16, -16, -3, 0, -0.5, -0.5, 49*, ., -6
7: c1ccc(-c2cncn2-c2ccccc2)cc1
→ -15, ., 3, 3, -0.1, -0.5, 3, -9, 12
8: O=C(NCc1cccnc1)c1noc2c1CCCC2
→ -3, -5, -4, 3, -4.3, -0.1, 3, 5, 5
9: Cc1cccc(-c2cc(-c3ccccc3)nc(SCC(=O)Nc3ccccc3)c2C#N)c1
→ 8, ., -4, 1, 0.8, -0.6, -2, ., -9
10: CC(C)CCn1c(CN2CCN(c3cccc(Cl)c3)CC2)nc2c1c(=O)n(C)c(=O)n2C
→ 31, 2, -3, 4, -1.0, -1.2, -1, 47*, -19
11: O=C(CN1Cc2ccccc2C1=O)Nc1cc(F)ccc1F
→ -6, -7, -1, -2, 0.1, 0.8, -9, ., -12
12: COC(=O)C1CN(C(=O)COc2ccccc2)c2ccccc2O1 (stereo not drawn)
→ 4, -3, 5, 3, 0.6, 1.6, 2, -3, 15
13: COc1ccccc1-c1nnc(SC/C(O)=C(\C#N)c2nc3ccccc3[nH]2)n1C1CCCCC1
→ -34*, 21, -1, 1, -0.3, 3.1, -16, -24, 1
14: O=C1c2ccccc2C(=O)N1Cc1cc(-c2ccccc2Cl)no1
→ -30, 15, 2, 8, 8.1, 0.6, -16, -5, -14
15: CCC(CC)COC(=O)C(C#N)c1nc2ccccc2nc1N1CCOCC1 (stereo not drawn)
→ 13, -4, -4, 16, 2.5, 2.8, -1, 1, -3
16: Cc1nn(C)c(C(=O)Sc2cccc(Cl)c2)c1[N+](=O)[O-]
→ 6, -14, 5, 3, -0.2, -1.1, -1, 11, 14
17: O=Cc1ccc(Sc2ncccn2)o1
→ 19, -3, -2, 2, 0.2, -0.9, -7, -13, -4
18: Cc1ccc(CSc2ncc(Cl)c(C(=O)Nc3nnc(C)s3)n2)cc1
→ -15, ., -1, -1, -0.4, -1.3, -2, ., .
19: N#CCC(=O)Nc1ccc(C(=O)NCCC(c2ccccc2)c2ccccc2)cc1
→ 2, -18, -4, 4, 1.6, 0.6, -12, -1, -8
20: CCN(CC)S(=O)(=O)c1cc(C(=O)OCC(=O)c2ccc3c(c2)NC(=O)CO3)ccc1F
→ -3, -9, -9, 5, 0.5, -1.4, 6, 6, -1
21: Cc1ccc(OCC(=O)N/N=C\c2ccc(C)o2)c(C)c1
→ 12, -11, 0, 3, -1.1, 1.2, -2, -11, -4
22: C=CCC1c2cccc(C(=O)OC)c2C(=O)N1c1ccccc1 (stereo not drawn)
→ -16, 2, 2, -1, 0.4, 0.6, -3, 12, -15
23: COc1ccc(N2CCN(C(=O)CSc3nnc4c(C)cc5ccccc5n34)CC2)cc1
→ -6, 0, -2, 0, -0.7, 0.2, 18, -14, 17
24: CCOc1ccc(N2C(=O)CCC2=O)cc1
→ -5, -14, 2, 3, -0.1, -0.4, 1, 12, -4
25: CCN(CC)S(=O)(=O)c1ccc(C(=O)NCC(c2ccc(OC)cc2)N2CCOCC2)cc1 (stereo not drawn)
→ 20, 0, -3, 4, -0.5, 2.5, 0, 2, -5
26: COc1ccc(OC)c(-c2csc(N(CC3CCCO3)C(=O)C3CCCCC3)n2)c1 (stereo not drawn)
→ 9, -6, -4, 5, -1.8, 1.0, 9, 4, 11
27: COCCNC(=O)Cn1cc(C(=S)N2CCOCC2)c2ccccc21
→ 14, 8, ., 4, 0.0, 0.2, -8, 6, -3
28: CCOc1ccc(S(=O)(=O)N2CCCCC2)c(C)c1C
→ 7, -2, 3, 4, -0.4, -2.4, -3, 12, -7
29: COc1ccccc1OC(C)C(=O)N1CCN(Cc2ccc3c(c2)OCO3)CC1 (stereo not drawn)
→ 4, 3, -6, 1, 0.0, -0.4, 8, 13, 30
30: CCCN1C(=O)c2ccccc2NC1c1ccc(Cl)cc1 (stereo not drawn)
→ 4, -29, -8, 3, -0.1, -0.8, -2, 22, -7

Sorted by value in D1 agonist (rising): some entries from above
item	canonical_smiles	D1 antagonist	RXFP1 antag	D1 PAM	D1 agonist	TRHR agonist	TRHR PAM	D2 antag	D2 PAM
7	c1ccc(-c2cncn2-c2ccccc2)cc1	-15	.	3	3	-0.1	3	-9	12
19	N#CCC(=O)Nc1ccc(C(=O)NCCC(c2ccccc2)c2ccccc2)cc1	2	-18	-4	4	1.6	-12	-1	-8
15	CCC(CC)COC(=O)C(C#N)c1nc2ccccc2nc1N1CCOCC1 (stereo not drawn)	13	-4	-4	16	2.5	-1	1	-3

(listing goes on)
Values run as follows: D1 antagonist, RXFP1 antag, D1 PAM, D1 agonist, TRHR agonist, D2 agonist, TRHR PAM, D2 antag, D2 PAM
31: Cc1cn2c(nc1=O)OC1C(O)C(COC(=O)c3ccccc3)OC12 (stereo not drawn)
→ -7, -7, 2, 1, 0.9, 1.1, 1, -15, -1
32: CCc1nnc(SCc2nc(-c3cccc(C)c3)oc2C)c2cc3sc(C)cc3n12
→ 9, -6, -2, 1, 0.6, 0.4, 3, ., 4
33: COc1ccc2c(c1)CCc1sc(NC(=O)c3ccco3)nc1-2
→ 23, ., ., 1, -0.7, -0.8, 5, -2, 30*
34: C/C(=N/N1CCN(Cc2ccccc2)CC1)c1ccc(Br)cc1
→ -14, -3, -1, 7, 0.1, 1.2, 4, -9, -7
35: CCOc1ccc(OCCOc2ccc(/C=C/C(=O)O)cc2OCC)cc1
→ -17, -4, -3, 2, -1.2, -1.0, -2, -34, 5
36: CC(C)CN(C(=O)C1CCCO1)C1CCS(=O)(=O)C1 (stereo not drawn)
→ 3, 3, -3, 1, 0.6, 0.4, -7, -3, -1
37: COc1ccccc1C(=O)NCCC(=O)NCC1CCCO1 (stereo not drawn)
→ 6, 2, -7, 1, 0.0, 0.8, 3, -10, -8
38: O=[N+]([O-])c1cccc(-n2nnnc2CN2CCCC2)c1
→ -2, -9, -5, 2, 0.4, 0.1, 12, 23, -5
39: CC12CCC(C(=O)NCCc3ccccc3)(OC1=O)C2(C)C (stereo not drawn)
→ 4, -1, -4, 1, 0.0, 5.6, -4, -29, 3
40: COc1cccc(/C=C/C(=O)OCC(=O)Nc2ccccc2Sc2ccccc2)c1
→ -4, -4, 0, 25, 2.5, 2.6, 4, 4, 4
41: Cc1cccc(Nc2nnc(SCC(=O)Nc3ccccc3[N+](=O)[O-])s2)c1
→ -17, ., 0, 1, 0.2, -1.1, 3, -5, 8
42: COc1ccc(CN(C(=O)c2ccccc2OC)C2CCS(=O)(=O)C2)cc1 (stereo not drawn)
→ -16, 6, -1, 3, -0.2, -2.4, 14, -17, 5
43: CN(C)S(=O)(=O)c1ccc(C(=O)N2CCN(C(=O)C3CCCO3)CC2)cc1 (stereo not drawn)
→ 15, -7, -6, 4, 0.5, ., 0, 17, -8
44: CCc1nc(SCC(=O)N2CCC(Cc3ccccc3)CC2)c2c(=O)n(C)c(=O)n(C)c2n1
→ -9, ., 10, -1, -0.2, -1.2, -4, -16, 7

Part of the list above, limited to D2 PAM.
nr | SMILES | D2 PAM
22 | C=CCC1c2cccc(C(=O)OC)c2C(=O)N1c1ccccc1 (stereo not drawn) | -15
23 | COc1ccc(N2CCN(C(=O)CSc3nnc4c(C)cc5ccccc5n34)CC2)cc1 | 17
24 | CCOc1ccc(N2C(=O)CCC2=O)cc1 | -4
25 | CCN(CC)S(=O)(=O)c1ccc(C(=O)NCC(c2ccc(OC)cc2)N2CCOCC2)cc1 (stereo not drawn) | -5

Rewritten with one line to a screen: five of the compounds above.
24	CCOc1ccc(N2C(=O)CCC2=O)cc1
25	CCN(CC)S(=O)(=O)c1ccc(C(=O)NCC(c2ccc(OC)cc2)N2CCOCC2)cc1 (stereo not drawn)
26	COc1ccc(OC)c(-c2csc(N(CC3CCCO3)C(=O)C3CCCCC3)n2)c1 (stereo not drawn)
27	COCCNC(=O)Cn1cc(C(=S)N2CCOCC2)c2ccccc21
28	CCOc1ccc(S(=O)(=O)N2CCCCC2)c(C)c1C

Screen / compound no. | 24 | 25 | 26 | 27 | 28
D1 antagonist | -5 | 20 | 9 | 14 | 7
RXFP1 antag | -14 | 0 | -6 | 8 | -2
D1 PAM | 2 | -3 | -4 | . | 3
D1 agonist | 3 | 4 | 5 | 4 | 4
TRHR agonist | -0.1 | -0.5 | -1.8 | 0.0 | -0.4
D2 agonist | -0.4 | 2.5 | 1.0 | 0.2 | -2.4
TRHR PAM | 1 | 0 | 9 | -8 | -3
D2 antag | 12 | 2 | 4 | 6 | 12
D2 PAM | -4 | -5 | 11 | -3 | -7
